ADAM17 inh – inhibits human ADAM17 | P78536 | recombinant ADAM17, EDANS/DABCYL FRET peptide cleavage | inhibition, % at 6.95 µM | 0.83% of 370,000 active;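 active = inhibition above the mean of compounds lying between control limits plus 3 SD, set per campaign, cut at about 8.5% in these data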;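 note: 0% = DMSO-only wells as the low control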
Target sequence (P78536 215-824 limits assumed): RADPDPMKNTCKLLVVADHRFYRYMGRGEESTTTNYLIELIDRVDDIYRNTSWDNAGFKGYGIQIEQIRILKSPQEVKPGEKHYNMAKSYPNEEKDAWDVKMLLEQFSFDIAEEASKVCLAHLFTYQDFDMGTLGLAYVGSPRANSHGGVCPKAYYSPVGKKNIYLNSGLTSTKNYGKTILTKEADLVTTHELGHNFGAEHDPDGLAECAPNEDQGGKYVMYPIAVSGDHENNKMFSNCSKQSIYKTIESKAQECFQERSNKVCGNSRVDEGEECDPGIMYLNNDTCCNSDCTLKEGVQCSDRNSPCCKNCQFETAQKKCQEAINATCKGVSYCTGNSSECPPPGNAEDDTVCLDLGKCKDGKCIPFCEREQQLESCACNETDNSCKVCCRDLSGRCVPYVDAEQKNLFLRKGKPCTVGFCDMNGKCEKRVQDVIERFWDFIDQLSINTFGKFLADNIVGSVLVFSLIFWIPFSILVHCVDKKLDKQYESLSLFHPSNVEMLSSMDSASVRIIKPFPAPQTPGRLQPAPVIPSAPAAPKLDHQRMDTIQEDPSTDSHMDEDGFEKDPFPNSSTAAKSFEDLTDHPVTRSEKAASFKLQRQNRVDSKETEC
Tn6 DDE FP – disrupts Tn6 cyclic peptide binding to fibrin D-Dimer-E complex | P02675 | Fibrin DD(E) TRITC-Tn6 fluorescence polarization displacement | inhibition, % at 8.3 µM | 0.21% of 370,000 active;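 active = inhibition above a per-campaign cutoff: mean of compounds within control limits plus 3 SD, cut at about 15% in these data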;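 note: 0% = median of all compound wells on the plate and 100% = blocking peptide control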
LEDGF integ inh – blocks HIV-1 LEDGF/p75-dependent DNA integration; AID 743269; TR-FRET IN-LEDGF/p75 DNA integration, Eu/Cy5; inhibition, % at 3.7 µM; 0.64% of 370,000 active;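 active = inhibition above the screen-wide mean plus 3 SD, cut at about 13% in these data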;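 note: signal is the Cy5 over europium emission ratio at 671 and 618 nm; 0% = plate median of compound wells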
ADAM10 inh – ADAM10 inhibition, QFRET primary screen | 0.62% of 370,000 active | inhibition, % at 7 µM | recombinant ADAM10, EDANS/DABCYL FRET peptide cleavage, 3 h | O14672;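 active = inhibition above a per-campaign cutoff equal to the mean of compounds falling between control-based bounds plus 3 SD, cut at about 20% in these data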;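 note: 0% = DMSO wells while the 100% control is not disclosed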
ASAP1 GAP inh – ASAP1 ArfGAP inhibition; 0.19% of 360,000 active; inhibition, % at 16.5 µM; AID 624377; ASAP1-stimulated ARF1 GTP hydrolysis, GDP FP detection; in the data active = inhibition above about 25%;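 note: 0% = vehicle with enzyme and substrate and 100% = no enzyme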
proKLK7 act – activates the human kallikrein-7 zymogen | 0.9% of 370,000 active | P49862 | activation, % at 7 µM | purified proKLK7, EDANS-DABCYL substrate fluorescence; 100% is mature enzyme control, 0% vehicle;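 active = activation above the mean of all tested compounds plus 3 SD, computed per campaign excluding outliers beyond control limits, cut at about 13% in these data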
Target sequence (P49862 whole entry, looked up): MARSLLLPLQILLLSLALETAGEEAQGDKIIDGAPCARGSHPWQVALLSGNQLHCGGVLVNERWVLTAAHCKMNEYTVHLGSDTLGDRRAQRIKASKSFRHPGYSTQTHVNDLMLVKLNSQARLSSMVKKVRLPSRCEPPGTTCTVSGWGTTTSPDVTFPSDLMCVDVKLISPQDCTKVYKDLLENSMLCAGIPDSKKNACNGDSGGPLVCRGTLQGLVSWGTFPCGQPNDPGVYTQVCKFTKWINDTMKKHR
TDP2 absorb – TDP2 (human) inhibition, absorbance primary screen | inhibition, % at 12.8 µM | 0.34% of 370,000 active | AID 720702 | recombinant TDP2, T5PNP hydrolysis, p-nitrophenol absorbance 415 nm | O95551;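 active = inhibition above the mean of all tested compounds plus 3 SD, set per campaign, cut at about 25% in these data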;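 note: 0% = DMSO with enzyme and 100% = buffer with substrate but no TDP2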
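System – recombinant human TDP2 · Quantity – TDP2 enzyme at 120 nM final · Doses – single concentration, 12.8 µM nominal, with 1% DMSO · Incubation – 2 h at 37 °C · Measured by – epi absorbance of p-nitrophenol freed from T5PNP by hydrolysis · Read-out – % inhibition relative to enzyme-containing and enzyme-free wells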
PLCg1 inh – inhibitors of human phospholipase C gamma1. purified PLC-gamma1, fluorogenic substrate, fluorescence. inhibition, % at 12.2 µM. 0.84% of 370,000 active; in the data active = inhibition above about 9.5%
ARFGAP1 inh – rat ARFGAP1 inhibition; Q62848; Arfgap1-stimulated ARF1 GTP hydrolysis, GDP FP detection; inhibition, % at 16.5 µM; 0.26% of 360,000 active;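 active = inhibition above a per-plate limit, mean inhibition of low control wells plus 3 SD, cut at about 25% in these data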;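 note: 0% = DMSO wells with enzyme and 100% = wells lacking Arfgap1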
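Material: rat Arfgap1 GAP domain (His6, aa 1-136), purified enzyme. Also added: human ARF1(Δ1-17)-GTP substrate. Compound dosing: 16.5 µM single point, 1.26% DMSO. Timing: enzyme reaction 120 min at 25 °C after 20 min preincubation. Signal: GDP detection by fluorescence polarization. Read-out basis: percent inhibition of GAP-stimulated GDP formation, scaled between DMSO and no-Arfgap1 medians.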
DDE Tn7 FP inh – inhibitors of Tn7 peptide binding to human fibrin DD(E) | P02675 | FP displacement of FITC-Tn7 peptide from fibrin DD(E); 0% = median of compound wells per plate | inhibition, % at 8.3 µM | 0.13% of 370,000 active | AID 720508;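 active = inhibition above the mean of compounds falling within the control limits plus 3 SD of them, cut at about 14% in these data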;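 note: 0% = plate median of compound wells and 100% = 10 µM Aha-Tn7 peptide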
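Assay system: Human fibrin DD(E) protein | Medium: Tris buffer with calcium and detergent, pH 7.8 | Reagent: 0.1 µM fluorescent Tn7 | Compound dosing: Single point at 8.3 µM | Times: 10 min preincubation, 3 h with tracer, room temperature | Detection: Fluorescence polarization of the labelled Tn7 tracer | Controls: Aha-Tn7 high control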
The depositor's hits bear a star. Rows were taken by chance; about 4.2% have a hit in one of these screens.

ADAM17 inh,Tn6 DDE FP,LEDGF integ inh,ADAM10 inh,ASAP1 GAP inh,proKLK7 act,TDP2 absorb,PLCg1 inh,ARFGAP1 inh,DDE Tn7 FP inh,compound
-5,5,-2,3,-3,0.2,5,-1,0,8,COC(=O)c1cc(C(=O)OCC(=O)Nc2cc(C)on2)cc([N+](=O)[O-])c1
-68,-3,-1,-246,-5,2.2,-6,-30,11,9,CCCCN(Cc1cc2cc(OC)ccc2[nH]c1=O)C(=O)c1ccccn1
8,-2,4,-13,-6,0.3,-14,0,4,-2,CCOC(=O)c1ccc(NC(=O)CCNS(=O)(=O)c2cc(Br)cnc2N)cc1
-4,-2,1,-7,5,0.8,2,-1,2,2,CCC(C)(C)NC(=O)C(c1ccco1)N(C(=O)Cn1nnc2ccccc21)c1ccc2c(c1)OCO2 (centres undefined)
-21,3,3,-61,1,1.5,-11,-10,11,-2,Cc1nn(-c2ccccc2)c2sc(C(=O)NCCN3CCOCC3)cc12
4,8,0,8,0,-0.2,-7,2,5,-9,CC(=C/c1ccccc1)/C=N/NC(=O)c1ccc2nc[nH]c2c1
2,-6,4,0,3,0.0,-15,9.8*,7,-2,O=C(Nc1ccccc1Cl)c1cc(C2CCCN(C(=O)CCc3ccccc3)C2)on1 (centres undefined)
0,8,1,-2,8,0.3,6,7,-6,-1,Cc1ccc(S(=O)(=O)N2CCCCC2C(=O)N2CCN(C)CC2)cc1 (centres undefined)
-1,-4,0,-2,3,0.0,2,0,12,-2,CCN(CC)CCN(C(=O)CCS(=O)(=O)c1ccccc1)c1nc2cc(C)cc(C)c2s1
-1,6,-1,-4,-6,0.0,4,2,1,1,Cc1ccc(C(=O)Nc2ccc(OCc3ccccc3)cc2)cc1[N+](=O)[O-]
-5,0,3,-15,13,-0.5,4,-2,0,-5,COCCN(Cc1cc2ccccc2[nH]c1=O)C(=O)c1ccccc1OC
2,-2,4,2,2,-0.2,9,0,10,-6,O=C(c1ccccc1)c1cc[n+]([O-])cc1
1,-3,2,0,3,1.3,-5,0,5,4,Cc1cc(C)cc(N(CC(=O)NC2CCCC2)C(=O)CNC(=O)c2cccs2)c1
2,4,-1,-2,-1,-0.3,-4,6,12,2,Cn1cc(C(=O)C(F)(F)F)c2ccccc21
1,1,4,3,-3,-0.4,-6,1,18,-7,COc1ccc(OC(C)C(=O)N2CCCc3ccccc32)cc1 (centres undefined)
-4,2,5,9,-1,0.1,-12,1,7,-2,COCC(=O)N(Cc1cc2ccc(C)cc2[nH]c1=O)c1ccc(C)cc1C
-2,-7,0,-7,-3,0.2,10,-1,-4,1,Cc1cc(Cl)ccc1OC(C)C(=O)NN=C1CCCCCC1 (centres undefined)
-1,-10,-3,-19,-2,-0.1,0,2,13,5,CC1=NN(C(=O)Cc2ccccc2)C(O)(c2ccccc2)C1 (centres undefined)
8,-8,1,18,17,-0.1,-4,3,-7,3,Cc1ccc(NS(=O)(=O)c2cc(C(=O)Nc3cccc(N(C)S(C)(=O)=O)c3)ccc2C)c(C)c1
-1,-10,-2,-2,10,-0.8,-7,3,10,-9,CCNc1nc2ccccc2[nH]1
-1,-1,-5,0,-8,0.3,2,-1,1,7,CCOC(=O)c1ccc(CNC(=O)CCC(=O)O)cc1
3,2,2,7,3,-0.2,-9,3,0,-2,COc1ccc(-c2nnc(CSc3nc4ccccc4c(=O)n3CC3CCCO3)o2)cc1OC (centres undefined)
0,0,3,-6,3,-0.4,12,-3,5,-2,O=C(O)/C=C/C(=O)Nc1ccc(Cl)c(C(=O)O)c1
-2,-10,-1,-8,17,0.2,7,-1,5,-6,C[C@H](NC(=O)[C@@H]1Cc2ccccc2CN1)C(=O)NCC1CCCO1 (some centres undefined)
0,4,5,5,-13,0.3,-3,0,0,-4,COc1ccc(CC(=O)N2CCCC2)c(OC)c1
-4,6,-3,9,3,0.3,-5,-4,0,5,CCCCCOc1ccc(C(=O)CCN2CCOCC2)cc1
0,-5,1,3,2,0.1,12,1,6,-6,CC1CN(C(=O)c2ccccc2Nc2ccc(SC(F)F)cc2)CC(C)O1 (centres undefined)
-4,-5,-1,-10,-8,-4.4,5,-2,9,-8,CCOC(=O)c1c(NC(=O)c2c(-c3ccccc3)noc2C)sc(C)c1-c1ccccc1
3,-3,-6,0,-9,-0.8,-4,-6,1,4,COc1cccc(/C=N/NC(=O)CSc2nnc(C)n2-c2ccccc2)c1O
0,1,40*,-2,0,0.9,13,-7,2,0,O=C1/C(=C\c2ccco2)SC(=S)N1C1CCS(=O)(=O)C1 (centres undefined)
6,4,0,16,16,0.2,-10,5,3,-6,C=CCC[C@@H](Cc1ccc(F)cc1)C(=O)OC[C@@H](Cc1c[nH]c2ccccc12)NC(=O)[C@H](CC=C)CC(=O)NCCO
-13,-5,1,-27,8,0.6,5,1,4,-1,CCc1cc(=O)oc2cc(OCC(=O)NCCCN3CCOCC3)c(Cl)cc12

Compound profiles, from the list above. Values in the order: ADAM17 inh	Tn6 DDE FP	LEDGF integ inh	ADAM10 inh	ASAP1 GAP inh	proKLK7 act	TDP2 absorb	PLCg1 inh	ARFGAP1 inh	DDE Tn7 FP inh
`CCc1cc(=O)oc2cc(OCC(=O)NCCCN3CCOCC3)c(Cl)cc12` is entered as -13	-5	1	-27	8	0.6	5	1	4	-1
`COc1cccc(/C=N/NC(=O)CSc2nnc(C)n2-c2ccccc2)c1O` is entered as 3	-3	-6	0	-9	-0.8	-4	-6	1	4
`CCCCCOc1ccc(C(=O)CCN2CCOCC2)cc1` is entered as -4	6	-3	9	3	0.3	-5	-4	0	5
`CC1CN(C(=O)c2ccccc2Nc2ccc(SC(F)F)cc2)CC(C)O1` (centres undefined) is entered as 0	-5	1	3	2	0.1	12	1	6	-6
`COc1ccc(CC(=O)N2CCCC2)c(OC)c1` is entered as 0	4	5	5	-13	0.3	-3	0	0	-4

Next compounds:
ADAM17 inh,Tn6 DDE FP,LEDGF integ inh,ADAM10 inh,ASAP1 GAP inh,proKLK7 act,TDP2 absorb,PLCg1 inh,ARFGAP1 inh,DDE Tn7 FP inh,compound
-1,1,5,5,1,0.1,-11,0,2,3,O=S(=O)(NC1CC2CCC1C2)c1ccc(Br)cc1 (centres undefined)
-9,-2,1,-34,-5,0.8,-4,-30,5,5,CCOC(=O)C1CC(=NO)c2ccc(OC)c(OC)c2C1 (centres undefined)
-18,4,-7,-20,7,-1.3,0,-9,-3,2,Cc1ccc(OCCNC(=O)CCc2nc3sc4c(c3c(=O)[nH]2)CCCC4)cc1
-7,-7,9,-6,4,0.8,3,-5,-2,9,Cc1cccc(Nc2nc(-c3ccccn3)cs2)n1
0,-5,2,8,-9,-0.1,7,3,2,3,CC(=O)Nc1ccc(S(=O)(=O)NCCc2csc(C)n2)cc1
4,4,6,1,4,-0.6,-24,12*,8,-6,CCOC(=O)N1CCN(Cc2nc3cc(NC(=O)C(C)C)ccc3n2C)CC1
-2,-2,0,2,1,-0.7,7,2,1,3,O=C(CSc1ccc2nnc(-c3ccccn3)n2n1)Nc1ccc(F)cc1F
0,-2,-3,-2,-9,-0.9,-2,5,-8,2,CCOC(=O)c1cc(-c2ccccc2)n(CC(=O)NC(C)(C)C)c1C
-1,2,0,-1,-1,0.5,-3,7,7,6,COc1ccc(S(=O)(=O)NC(CC(=O)NCc2ccccc2OC)c2ccco2)cc1 (centres undefined)
-64,-5,-1,-205,0,3.5,12,-14,-5,-2,Cc1cc(=O)oc2cc(OCC(=O)OCC(=O)Nc3ccc(C(C)C)cc3)ccc12
-4,-3,5,-17,1,0.1,-6,-4,-7,8,CN(C(=O)CSc1nc2ccccc2s1)c1c(N)n(Cc2ccccc2)c(=O)[nH]c1=O
5,7,5,8,5,0.3,-4,8,2,0,Cc1cc(-n2c(C)cc(C(=O)COc3ccccc3[N+](=O)[O-])c2C)no1
-6,9,-1,-7,-5,0.3,3,-1,-4,5,CN(C)S(=O)(=O)Nc1ccc(Cc2ccncc2)cc1
-2,-1,-3,-6,6,0.7,0,-1,4,0,Cc1ccc(C(=O)NCc2ccccc2)c(F)c1F
3,-1,2,-3,-1,0.6,-18,6,4,-10,CSCCC(NC(=O)COc1ccccc1)C(=O)N1CCN(c2ccccc2Cl)CC1 (centres undefined)
-7,-10,-4,-9,-8,-25,-10,-9,3,5,Cc1ccc(/C=N/NC(=O)Cc2ccc(Cl)cc2)c(O)c1
-5,-5,1,-9,-6,0.7,4,0,-12,3,Cc1ccnc(SC2CC(=O)N(c3ccc(Br)cc3)C2=O)n1 (centres undefined)
-1,-5,1,5,-11,0.3,2,6,11,-2,COc1ccc(CCNC(=O)c2cc(S(=O)(=O)N3CCOCC3)cn2C)cc1OC
